# Furin inh: human furin inhibition. P09958. purified furin, fluorogenic substrate cleavage. inhibition, % at 30 µM. 220,000 compounds, 0.061% hits; in the data active means inhibition above about 25%; further: inactives centre near -15
# hK5 inh: kallikrein 5 (human) inhibition; AID 873; 210,000 compounds, 0.59% hits; recombinant hK5, fluorogenic AMC substrate cleavage; Q9Y337; inhibition, % at 5 µM;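 active means inhibition of 40% or more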;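 further: 0% = enzyme controls without compound and 100% = no-enzyme blanks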
# FXIIa inh 1536: factor XIIa (human) inhibition | P00748 | purified FXIIa, Boc-QGR-AMC fluorogenic substrate, 2 h | inhibition, % at 5 µM | 220,000 compounds, 0.3% hits; in the data active means inhibition above about 40%;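 further: 0% = enzyme with no compound and 100% = blank without enzyme; many of its hits are not listed in these tables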
# Target sequence (P00748 20-372 limits assumed): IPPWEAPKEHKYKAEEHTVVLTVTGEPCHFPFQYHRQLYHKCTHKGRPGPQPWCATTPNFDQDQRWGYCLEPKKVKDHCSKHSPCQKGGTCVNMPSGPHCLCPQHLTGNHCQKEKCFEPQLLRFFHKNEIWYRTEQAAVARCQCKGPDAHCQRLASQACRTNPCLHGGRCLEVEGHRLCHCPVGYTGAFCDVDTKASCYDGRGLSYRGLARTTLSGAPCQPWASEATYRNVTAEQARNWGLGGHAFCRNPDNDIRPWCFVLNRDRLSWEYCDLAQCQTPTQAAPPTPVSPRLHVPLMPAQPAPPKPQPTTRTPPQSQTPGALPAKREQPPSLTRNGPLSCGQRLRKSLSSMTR
# Target sequence (P00748 373-615 limits assumed): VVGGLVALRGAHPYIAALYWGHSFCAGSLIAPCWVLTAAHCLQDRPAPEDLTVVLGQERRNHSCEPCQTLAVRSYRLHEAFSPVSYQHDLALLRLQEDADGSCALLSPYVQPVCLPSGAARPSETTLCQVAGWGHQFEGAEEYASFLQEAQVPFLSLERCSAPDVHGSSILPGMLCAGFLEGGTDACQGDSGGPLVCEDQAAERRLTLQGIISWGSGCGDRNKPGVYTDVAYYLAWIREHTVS
# Calpain2 inh: inhibitors of pig calpain II; 220,000 compounds, 0.37% hits; inhibition, % at 16 µM; AID 1236; purified calpain II, fluorogenic peptide substrate, 30 min;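 active means inhibition above about 50%, limit read from the data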
# KCC2 mod: modulators of human KCC2 chloride dependent transport; KCC2 cells, thallium flux FluoZin-2 fluorescence; Q9H2X9; B-score of Tl+ flux slope (higher = more flux/activation; lower = inhibition) at 10 µM; AID 1456; 190,000 compounds, 2.2% hits;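 active means thallium flux slope and its plate-corrected score both differing from the plate sample mean at a set confidence after two filtering rounds, in either direction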;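 further: slope of fluorescence scaled to starting intensity during 10 to 20 s after thallium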
# thrombin 1536: blocks human thrombin protease activity; P00734; alpha-thrombin, Boc-VPR-AMC fluorogenic substrate cleavage; inhibition, % at 5 µM; 220,000 compounds, 0.26% hits; AID 1046;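 active means inhibition at or above 40%; inactive means inhibition below 40%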;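 further: 0% = enzyme with no compound and 100% = wells without enzyme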
#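 Material: human alpha-thrombin enzyme / Medium: pH 7.5 Tris (50 mM) with NaCl 150 mM, Tween 20 0.05% / Compound: single-point dosing at 5 µM, 0.2% DMSO / Incubation: enzyme reaction carried out at room temperature / Detection: AMC fluorescence, 355/460 nm / Read-out basis: percent inhibition scaled between no-compound controls and no-enzyme blanks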
# FXIa inh: factor XIa (human) inhibition | purified FXIa, Boc-Glu-Ala-Arg-AMC fluorogenic substrate | inhibition, % at 5 µM | 220,000 compounds, 0.14% hits | AID 798;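 active means inhibition of at least 40%; inactive means inhibition below 40%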;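 further: fluorescence of freed AMC excited at 355 nm; 0% = enzyme without compound and 100% = no enzyme blank; many of its hits are not listed in these tables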
# PERK inhibitor: human PERK inhibition, primary cell-based screen; Q9NZJ5; CHO PERK-DD fusion, SEAP luminescence translation reporter; inhibition, % at 5.6 µM; 220,000 compounds, 0.17% hits; AID 1416;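 active means inhibition above the mean inhibition of all tested compounds plus 3 SD, set separately per screening campaign, cut at about 2.9% in these data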;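 further: PERK kinase domain activated by AP20187 dimerizer at 100 nM; 0% = DMSO with dimerizer and 100% = rapamycin at 8.4 µM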
# Rad51 HR inh: Rad51 (human) homologous recombination inhibition; Q06609; hRad51 DNA strand exchange, fluorescence dequenching; inhibition, % at 10 µM; 200,000 compounds, 0.085% hits; AID 1385;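 active means inhibition above 40% at the single screening dose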;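 further: 0% = DMSO control wells and 100% = blanks with heterologous ssDNA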
# Target sequence (Q06609 whole entry, looked up): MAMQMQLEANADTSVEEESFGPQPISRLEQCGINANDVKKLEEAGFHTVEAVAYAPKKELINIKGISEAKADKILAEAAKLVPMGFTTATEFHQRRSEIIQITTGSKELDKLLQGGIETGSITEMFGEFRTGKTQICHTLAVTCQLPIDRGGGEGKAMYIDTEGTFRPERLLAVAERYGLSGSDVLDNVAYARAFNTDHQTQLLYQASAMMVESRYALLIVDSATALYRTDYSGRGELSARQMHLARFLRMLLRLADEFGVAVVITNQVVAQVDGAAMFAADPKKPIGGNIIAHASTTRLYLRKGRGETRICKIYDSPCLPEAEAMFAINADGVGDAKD
#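 Assay system: Human Rad51 nucleoprotein filaments preassembled on unlabelled ssDNA | Reagent: Donor/quencher-labelled 47-bp dsDNA substrate | Doses: One concentration, 10 µM final | Times: 37 °C 15-min filament assembly, 30-min compound preincubation, 15-min exchange | Technique: Fluorescein emission 520 nm, excitation 485 nm | Benchmarks: Plate control and blank wells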
# * = called active by the depositor; x = no result given; [ ] = remark or other dose. A portion of the library (hit frequency here may not be typical).
SMILES,Furin inh,hK5 inh,FXIIa inh 1536,Calpain2 inh,KCC2 mod,thrombin 1536,FXIa inh,PERK inhibitor,Rad51 HR inh
Cc1nc2ccccc2n1C1CCN(C(=O)Nc2ccccc2)CC1,-26,10,11,-11,x,7,3,0.5,11
CC1=CC(C)C2(CO)COC(c3cccnc3)C1C2C (stereo not drawn),-4,-12,9,18,0.65,-2,2,-0.1,1
Cc1nc(SCc2cccc(F)c2)c2oc3ccccc3c2n1,-26,0,9,-8,0.41,0,-4,0.4,5
CCOC(=O)c1nnn(-c2nonc2-n2cccc2)c1CN1CCC(C(=O)OCC)CC1,-10[20 µM],-12,13,-12,-1.5,5,5,-1.4,-4
N#CCCNc1c(Cl)cc(Cl)cc1C(=O)O,-9,-4,3,0,-1.6,1,-5,0.0,x
O=C(NCc1ccc(N2CCCC2=O)cc1)c1cnccn1,-16[20 µM],-3,22,4,1.1,-4,5,0.2,-4
Cc1cccc(NC(=O)CCc2c(C)nc3ncnn3c2C)n1,-19[20 µM],7,10,19,-0.34,7,0,0.1,0
CCCCN(C(=O)NC(=O)Nc1cc(C)ccc1C)S(C)(=O)=O,-8,7,1,26,2.6,-7,-13,0.6,-3
COC(=O)c1ccccc1N/C=C1\CCc2c(c(C)nn2-c2ccccn2)C1=O,-13[20 µM],7,7,-403,x,1,-1,-0.1,0
CC(CN1CCN(c2ccccc2)CC1)c1ccccc1 (stereo not drawn),-16[20 µM],-3,6,13,-0.072,-6,-1,-0.5,-23
CCNc1nc(Oc2ccccc2)nc(OC(C)C(=O)OCC)n1 (stereo not drawn),-27[20 µM],-11,12,4,-0.31,3,-1,-0.2,-2
COc1ccccc1NCC(=O)NNC(C)C(=O)Nc1cccc(Cl)c1 (stereo not drawn),-15,4,10,23,1.2,-4,2,0.7,-10
Cc1ccc(NC(=O)CN2C(=O)/C(=C\c3cccs3)SC2=S)cc1,2,-16,1,37,-0.082,-6,6,1.5,-1
c1ccc2c(c1)c1ccccc1n2CN1CCOCC1,-6[20 µM],-9,14,-18,-0.37,1,3,0.4,1
C=C(C)Cn1c(SCC(=O)O)nc2c1c(=O)[nH]c(=O)n2C,-29,-7,9,6,x,0,3,1.7,-1
O=C(COCC(=O)N/N=C/c1ccccc1F)N/N=C/c1ccccc1F,-16,-7,10,1,-0.016,-12,-2,0.3,7
C/C(=N/OCO/N=C(\C)c1ccccc1)c1ccccc1,-21,-2,2,-18,0.0068,5,-38,0.6,-15
CSc1nc(C)cc(-n2ccc(=O)[nH]c2=O)n1,-16,1,7,-15,-0.01,-5,3,0.2,0
CCC(Sc1ncccc1C(=O)O)C(=O)N1CCCC1 (stereo not drawn),28*[20 µM],-24,17,-3,x,2,2,0.1,0
Cc1cc(C)c(C#N)c(N2CCN(Cc3ccc4c(c3)OCO4)CC2)n1,-12,0,23,17,x,-8,20,-1.4,-6
CC(C)(C)OC(=O)N1CC2Cc3[nH]c(=O)ccc3C(C2)C1 (stereo not drawn),16[20 µM],13,8,-13,1.4,4,4,0.9,1
O=C(NNC(=S)Nc1ccccc1)c1cccs1,-32,-47,10,-17,0.11,1,2,0.8,-5
CCOc1ccc2nc(NCCCNS(=O)(=O)c3ccccc3)c(C#N)cc2c1,-23,-36,7,-228,0.12,-6,-4,-0.7,-2
O=C(NNS(=O)(=O)c1ccc2ccccc2c1)c1cccs1,-25,-4,5,-2,0.34,-2,6,0.5,3
C=CCNC(=O)c1c(Br)cnn1-c1ccc(C)cc1,-9,x,7,13,-0.76,3,1,0.7,-6
CCOC(=O)N1CCC(n2c(SCC(=O)NCc3ccco3)nc3ccsc3c2=O)CC1,-23[20 µM],-4,11,5,-0.00042,-1,-1,-0.4,-1
CN(C)c1ccc(C2=NOC(CN3C(=O)c4ccccc4S3(=O)=O)C2)cc1 (stereo not drawn),-23,9,17,10,0.37,4,3,0.8,-4
CC(C)(C)NC(=O)NC(=O)COC(=O)COc1ccc(Cl)cc1Cl,-30,-3,2,-7,0.12,-24,-7,0.3,-8
O=C(c1ccco1)N1CCCN(C(=O)c2ccco2)CC1,-15[20 µM],5,-9,-24,-0.77,-6,-8,1.8,2
COc1ccc(N2CCN(CC(=O)Nc3cc(C)on3)CC2)cc1,-28,1,10,-37,x,-5,-5,1.2,11
COc1cc(/C=C2/C(=N)N3C=CSC3=NC2=O)ccc1OCCOc1ccc(NC(C)=O)cc1,-19,-1,8,-57,0.8,-5,-5,-0.1,x
CCCCC(CC(C)O)c1n[nH]c(=S)n1-c1ccccc1 (stereo not drawn),-5,-1,6,12,1.3,2,4,0.6,x
Nc1ccccc1SCC(=O)Nc1ccc(N2CCOCC2)cc1,-21[20 µM],-3,-21,-5,0.94,-12,-9,0.1,3
COC(=O)C1=CN(C)C=C(C(=O)OC)C1c1ccccc1Cl,-61[20 µM],-195,-3,-460,-0.69,-10,-8,-1.1,6
CC(NC(=O)C1(S(=O)(=O)c2ccc(Cl)cc2)CC1)c1ccccc1 (stereo not drawn),-9,-8,15,18,2,0,9,-0.3,30
CCc1nn(CC(=O)N2CCN(Cc3ccc4c(c3)OCO4)CC2)c(=O)c2cc3occc3n12,-12[20 µM],-17,7,9,-0.17,-2,0,-0.9,-3
CCCCS(=O)(=O)c1sc2nc(C)cc(C)c2c1N,-20[20 µM],-5,16,-191,x,1,4,0.1,0
CSc1cccc(NC(=O)/C=C/c2cccc(Cl)c2)c1,-18,-7,11,22,-1.2,2,7,0.0,x
CCCCOc1ccc(N(CC(=O)NCC2CCCO2)C(=O)CCC(=O)Nc2nccs2)cc1 (stereo not drawn),-19,2,8,-10,-0.64,-2,0,-0.3,0
Cc1ccc(S(=O)CCNC(=O)Cc2ccccc2)cc1 (stereo not drawn),-27,-18,-5,-27,-0.42,1,-5,0.8,10
C=C(C)CNC(=S)N/N=C/c1ccc([N+](=O)[O-])cc1,8,3,12,41,1.5,-4,19,1.4,-4
O=S(=O)(c1cnc(Cl)c(Br)c1)N1CCc2ccccc21,-9,-6,-2,-16,0.59,-6,-2,0.0,3
O=C(NCC(=O)N(CC1CCCO1)C(C(=O)NC1CCCCC1)c1cccnc1)c1cccs1 (stereo not drawn),-30,-2,0,-4,-0.1,-9,0,0.2,-5
COc1ccc(/C=C\C(=O)c2c(O)ccc3c(C)cc(=O)oc23)cc1,-4[20 µM],-9,9,-128,-1,-4,5,-1.4,-4
CC(C)c1nnc(SCC(=O)N2CCOCC2)n1C,-20[20 µM],-9,-1,29,0.27,-5,-11,1.6,-4
Cc1ccc(OCc2ccc(C(=O)Nc3nccs3)o2)cc1,-20,1,9,-78,-1.5,-5,5,0.3,2
O=C(NCCc1cn2ccccc2n1)c1ccc(Br)o1,-11,-31,0,-10,-0.6,-11,-6,0.1,5
COc1ccc(-c2csc(NC3OC(=O)c4c3ccc(OC)c4OC)n2)cc1OC (stereo not drawn),-6,-4,6,15,-0.12,-8,1,0.9,16
CC(OC(=O)CCc1nc2ccccc2[nH]c1=O)C(=O)c1ccccc1 (stereo not drawn),-12[20 µM],3,3,-67,-0.61,-3,14,0.3,0
CCOC(=O)c1cccc(-n2c(C)nc3ccccc3c2=O)c1,-21,-9,12,5,x,0,2,-1.1,-3

# One compound at a time, from the list above. Order of screens: Furin inh	hK5 inh	FXIIa inh 1536	Calpain2 inh	KCC2 mod	thrombin 1536	FXIa inh	PERK inhibitor	Rad51 HR inh
# Listed for CC(OC(=O)CCc1nc2ccccc2[nH]c1=O)C(=O)c1ccccc1 (stereo not drawn) = -12[20 µM]	3	3	-67	-0.61	-3	14	0.3	0
# Listed for CC(C)c1nnc(SCC(=O)N2CCOCC2)n1C = -20[20 µM]	-9	-1	29	0.27	-5	-11	1.6	-4
# Listed for COc1ccc(-c2csc(NC3OC(=O)c4c3ccc(OC)c4OC)n2)cc1OC (stereo not drawn) = -6	-4	6	15	-0.12	-8	1	0.9	16
# Listed for O=C(NCC(=O)N(CC1CCCO1)C(C(=O)NC1CCCCC1)c1cccnc1)c1cccs1 (stereo not drawn) = -30	-2	0	-4	-0.1	-9	0	0.2	-5
# Listed for Cc1ccc(OCc2ccc(C(=O)Nc3nccs3)o2)cc1 = -20	1	9	-78	-1.5	-5	5	0.3	2

# New compounds follow:
SMILES,Furin inh,hK5 inh,FXIIa inh 1536,Calpain2 inh,KCC2 mod,thrombin 1536,FXIa inh,PERK inhibitor,Rad51 HR inh
COc1ccc(CNC(=O)C2CCC(CNS(=O)(=O)c3cccc4nsnc34)CC2)cc1 (stereo not drawn),-39,1,2,-8,x,1,-3,1.2,-1
CN=c1scc(C)n1/N=C/c1ccc2c(c1)OCO2,15,-11,17,-27,0.073,-1,6,0.6,0
O=C(COc1ccc(Br)cc1)Nc1nnc(-c2cccnc2)s1,3,16,10,12,-0.46,9,-5,0.2,-13
CC(C)C(NS(=O)(=O)c1cccs1)C(=O)NCCN1CCN(c2ccccc2)CC1 (stereo not drawn),-17,-1,-7,-3,x,-2,-12,-0.2,16
CCOC(=O)c1ccc(-n2c(CCC(=O)O)ccc2-c2cccs2)cc1,-21,5,x,-6,0.37,1,2,-0.6,-7
CCc1nc2ccc(C)cc2c(C(=O)Oc2cccc3cccnc23)c1C,-7[20 µM],3,19,-15,-0.85,0,7,-1.1,-5
Cc1ccc(CS(=O)(=O)CCC(=O)O)cc1,-17,-1,3,-15,0.12,-9,-2,0.7,4
Cc1ccccc1N1CCN(C(=O)CN2C(=O)c3ccccc3C2=O)CC1,-23,1,-3,19,-2.7,-4,-7,0.2,-1
O=C(CSc1nc(Nc2ccccc2)nc(N2CCOCC2)n1)N1CCc2ccccc21,-44[20 µM],-11,13,14,0.98,0,-2,-0.2,1
CC1(C)Cc2c(sc(NC(=O)c3ccccc3Cl)c2C(=O)O)CO1,-35,3,5,-20,0.5,-9,-3,0.8,3
CC1(C)CC2(CCO1)OC(=O)CC2C(=O)Nc1ccccc1Cl (stereo not drawn),-21,11,9,7,1,-3,-2,-0.6,4
Cc1cc(C)nc(N/N=C/C=C/c2ccccc2)n1,6,-7,-7,18,0.85,-5,-5,-1.4,x
O=C(CSc1nc(N2CCCCC2)nc(N2CCCCC2)n1)N1CCc2ccccc21,-20[20 µM],6,-5,32,-0.14,2,-6,-0.3,-8
Cc1ccc(-n2nc3c([n+]2[O-])CCc2c-3no[n+]2[O-])cc1,-15,-5,17,-23,0.92,3,9,0.2,4
COC(=O)C1CCN(c2ccc([N+](=O)[O-])cc2)CC1,-11,-2,7,-14,-0.024,-5,-2,0.1,17
CCCCN(c1ccccc1)S(=O)(=O)N(C)C,-21,-10,2,17,-0.66,3,-4,1.7,-1
COc1ccc(CCNC(=O)CN(C)S(=O)(=O)c2ccc3c(c2)CCC(=O)N3)cc1OC,-37,16,1,-6,x,-3,-6,0.7,2
COc1ccc(NC(=O)c2nnn(Cc3ccc(SC)cc3)c2N)c(OC)c1,-45,-8,14,-78,x,1,4,-1.0,-3
CSc1ccc(NC(=O)NCCN2CCc3ccccc3C2)cc1,-10[20 µM],2,17,5,-3.9*,-1,-10,0.2,-2
Cc1cc2ccccc2n1CCNC(=O)C(C)C,-24,-17,-2,-10,-0.058,-9,-9,-0.2,-5
CCN(CC)CCN(Cc1cc2cc3c(cc2[nH]c1=O)OCO3)C(=S)NCC1CCCO1 (stereo not drawn),-37,-1,2,-261,0.044,-10,-2,0.7,-1

# Source: PubChem (several laboratories)
